CendR NRP1 mod: modulators of CendR peptide binding to human neuropilin-1; O14786; FAM-RPARPAR peptide binding to NRP-1, fluorescence polarization; inhibition, % at 25 µM; 360,000 compounds, 0.85% hits;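 active = inhibition or corrected inhibition above about 18%, plus a signal ratio from 0.5 to 1.5, limit read from the data, passing the limit was not always enough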; also: strong numbers were not always called active
eLon inh: E. coli protease La inhibition; AID 602123; purified E. coli Lon protease, fluorescence polarization; inhibition, % at 7.94 µM; 360,000 compounds, 0.42% hits; in the data active = inhibition above about 13%, passing the limit was not always enough;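 also: 0% = enzyme with probe and DMSO and 100% = no enzyme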
TbMetRS inhib: blocks T. brucei methionyl-tRNA synthetase activity. purified T. brucei MetRS, ATP depletion, Kinase-Glo luminescence. inhibition, % at 11.9 µM. AID 624268. 360,000 compounds, 0.4% hits;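 active = inhibition above a per-plate cutoff of the control wells' mean inhibition plus 3 SD, cut at about 5.5% in these data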;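 also: 0% = DMSO wells median and 100% = median of wells with control inhibitor compound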
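Material: parasite MetRS enzyme / Replication: singlicate, one well per compound / Signal: luminescence of leftover ATP / Schedule: 2 h aminoacylation at 25 °C after 15 min preincubation / Medium: HEPES-MgCl2-KCl buffer plus DTT, spermine, BSA, pyrophosphatase / Doses: 11.9 µM single point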
MT1-MMP act inh: blocks activation of human MT1-MMP | P50281 | HT1080 RFP-PRO-GFP cells, GFP/RFP ratio fluorescence, overnight; percent of plate control window, DMSO zero | GFP/RFP ratio change, % at 20 µM | 360,000 compounds, 0.061% hits | AID 651647;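 active = GFP/RFP ratio change of at least 30% with cell ATP level not reduced by more than half and red fluorescence within 50% of control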; also: strong numbers were not always called active
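Read-out: GFP/RFP fluorescence ratio; Test system: RFP-PRO-GFP reporter HT1080 cells; Compound dosing: single-point 20 µM compound, 1% DMSO; Times: overnight compound exposure at 37 °C.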
MLLE-PAM2 inh: inhibitors of microRNA-mediated deadenylation, human PABP1 MLLE binding | 360,000 compounds, 0.36% hits | inhibition, % at 20 µM | GST-MLLE / FITC-PAM2 fluorescence polarization | AID 588489; in the data active = inhibition above about 35%, passing the limit was not always enough;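 also: plate controls were DMSO wells with GST-MLLE for no effect and wells lacking GST-MLLE protein for full effect; some results filed as inactive read as strong as hits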
FAS TE block: inhibitors of human fatty acid synthase thioesterase domain. P49327. recombinant FAS-TE, OMFH fluorogenic substrate, fluorescence endpoint. inhibition, % at 15 µM. 360,000 compounds, 0.67% hits. AID 602261;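 active = compounds whose normalised, plate-corrected inhibition of enzyme fluorescence in the single-dose primary screen is 50% or more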;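 also: 0% = DMSO with enzyme and 100% = substrate without enzyme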
Target sequence (P49327 whole entry, looked up, the tested form may be a part): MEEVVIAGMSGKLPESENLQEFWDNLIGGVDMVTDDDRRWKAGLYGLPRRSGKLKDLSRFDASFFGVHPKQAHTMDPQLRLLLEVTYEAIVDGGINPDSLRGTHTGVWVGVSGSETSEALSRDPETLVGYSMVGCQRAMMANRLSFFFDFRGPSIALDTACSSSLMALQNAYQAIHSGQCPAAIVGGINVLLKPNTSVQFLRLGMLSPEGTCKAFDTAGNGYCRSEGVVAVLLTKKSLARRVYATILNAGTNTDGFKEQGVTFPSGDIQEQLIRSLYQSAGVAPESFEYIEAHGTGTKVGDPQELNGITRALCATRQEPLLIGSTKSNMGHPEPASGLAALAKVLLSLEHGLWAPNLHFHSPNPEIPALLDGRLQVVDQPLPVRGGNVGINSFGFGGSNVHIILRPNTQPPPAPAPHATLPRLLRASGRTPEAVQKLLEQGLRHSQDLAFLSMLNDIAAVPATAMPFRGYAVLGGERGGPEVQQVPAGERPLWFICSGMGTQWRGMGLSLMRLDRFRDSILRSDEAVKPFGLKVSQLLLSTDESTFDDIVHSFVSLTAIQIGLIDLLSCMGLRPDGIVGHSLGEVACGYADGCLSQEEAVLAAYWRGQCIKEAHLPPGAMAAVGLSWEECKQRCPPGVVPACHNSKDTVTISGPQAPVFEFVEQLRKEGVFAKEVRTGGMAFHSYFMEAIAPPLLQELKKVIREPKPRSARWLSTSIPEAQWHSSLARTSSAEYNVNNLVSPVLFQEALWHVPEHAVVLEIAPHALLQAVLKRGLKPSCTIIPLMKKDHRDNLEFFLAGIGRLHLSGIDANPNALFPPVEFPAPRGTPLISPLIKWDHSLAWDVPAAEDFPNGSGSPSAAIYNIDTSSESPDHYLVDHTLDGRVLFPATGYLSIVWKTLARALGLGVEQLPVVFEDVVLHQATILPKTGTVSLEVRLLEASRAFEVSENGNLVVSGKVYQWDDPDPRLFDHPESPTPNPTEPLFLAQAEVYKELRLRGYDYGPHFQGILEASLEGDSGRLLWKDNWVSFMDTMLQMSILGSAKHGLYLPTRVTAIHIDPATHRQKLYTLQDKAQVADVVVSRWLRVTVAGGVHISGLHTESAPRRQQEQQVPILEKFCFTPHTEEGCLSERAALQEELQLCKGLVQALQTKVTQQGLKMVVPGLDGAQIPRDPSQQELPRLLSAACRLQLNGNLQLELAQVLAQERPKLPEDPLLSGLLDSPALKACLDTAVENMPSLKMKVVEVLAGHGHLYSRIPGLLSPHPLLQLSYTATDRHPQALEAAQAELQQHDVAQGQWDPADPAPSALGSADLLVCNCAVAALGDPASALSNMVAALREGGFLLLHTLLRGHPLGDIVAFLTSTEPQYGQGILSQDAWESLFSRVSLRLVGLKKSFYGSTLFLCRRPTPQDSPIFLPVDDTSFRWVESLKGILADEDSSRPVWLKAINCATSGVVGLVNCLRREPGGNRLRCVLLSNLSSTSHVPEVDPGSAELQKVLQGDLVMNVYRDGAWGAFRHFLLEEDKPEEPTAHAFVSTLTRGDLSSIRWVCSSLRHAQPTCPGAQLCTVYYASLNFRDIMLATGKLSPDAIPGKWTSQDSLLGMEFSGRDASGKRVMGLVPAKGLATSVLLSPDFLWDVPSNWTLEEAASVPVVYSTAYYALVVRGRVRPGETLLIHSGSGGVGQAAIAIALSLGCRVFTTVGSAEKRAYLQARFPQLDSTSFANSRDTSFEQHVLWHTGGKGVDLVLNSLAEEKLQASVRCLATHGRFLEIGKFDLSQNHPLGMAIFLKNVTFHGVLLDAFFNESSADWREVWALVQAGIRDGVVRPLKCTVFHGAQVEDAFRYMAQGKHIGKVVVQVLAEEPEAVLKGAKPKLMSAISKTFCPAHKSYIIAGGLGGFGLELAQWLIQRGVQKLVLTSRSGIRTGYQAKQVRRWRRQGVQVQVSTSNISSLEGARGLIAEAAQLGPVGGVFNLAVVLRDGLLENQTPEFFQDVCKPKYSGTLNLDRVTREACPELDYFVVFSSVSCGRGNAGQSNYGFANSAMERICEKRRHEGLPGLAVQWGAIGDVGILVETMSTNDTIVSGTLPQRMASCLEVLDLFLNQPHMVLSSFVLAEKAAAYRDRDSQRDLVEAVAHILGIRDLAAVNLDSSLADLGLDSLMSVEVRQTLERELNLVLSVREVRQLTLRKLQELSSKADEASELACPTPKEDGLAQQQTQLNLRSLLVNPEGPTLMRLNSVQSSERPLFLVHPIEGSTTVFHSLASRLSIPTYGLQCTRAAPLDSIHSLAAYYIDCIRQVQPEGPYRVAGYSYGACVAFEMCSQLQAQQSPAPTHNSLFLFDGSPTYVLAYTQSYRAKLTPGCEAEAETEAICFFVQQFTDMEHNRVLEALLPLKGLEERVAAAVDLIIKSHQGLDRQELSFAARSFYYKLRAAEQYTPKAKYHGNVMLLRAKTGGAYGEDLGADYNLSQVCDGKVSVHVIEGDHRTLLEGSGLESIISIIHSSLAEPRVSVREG
bovine MsrA act: activates bovine MsrA enzyme. purified bovine MsrA, absorbance read-out. activation, % at 10.6 µM. 360,000 compounds, 0.3% hits; in the data active = activation above about 7.5%;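 also: 0% = vehicle and 100% = reference activator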
MsrA inh: bovine MsrA inhibition; purified bovine MsrA, absorbance read-out; inhibition, % at 15.5 µM; 360,000 compounds, 0.75% hits; in the data active = inhibition above about 4.5%;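 also: 0% = vehicle wells with enzyme and 100% = reference inhibitor wells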
SKN-1 inh: C. elegans SKN-1 inhibition; 360,000 compounds, 0.49% hits; AID 624304; C. elegans VP596 Pgst-4::GFP/RFP ratio, acrylamide-induced, 24 h; inhibition, % at 21.8 µM;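 active = interference check ratio from 0.5 to 1.5 plus GFP to RFP signal ratio inhibition reaching or exceeding a fixed threshold, cut at about 30% in these data, passing the limit was not always enough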; also: some compounds called inactive have numbers as strong as hits
An asterisk follows results filed as active; . = no result given.

smiles,CendR NRP1 mod,eLon inh,TbMetRS inhib,MT1-MMP act inh,MLLE-PAM2 inh,FAS TE block,bovine MsrA act,MsrA inh,SKN-1 inh
CCN(C(=O)Cn1c(=O)oc2ccccc21)C1CCS(=O)(=O)C1 (stereo not given),-6,-7,-0.8,-1,-5,-7,0,-0.4,-21
O=C(NC(=S)NC1CCCc2ccccc21)c1ccc(F)cc1 (stereo not given),-4,-3,-0.2,1,24,20,-1,2.1,-8
Cc1ccc(CCN2CC(C(=O)NCCCN3CCCCCC3)CC2=O)cc1 (stereo not given),-7,-5,-1.2,6,-11,-7,1,-0.8,1
CCOc1ccc(N2CC(=O)N(c3ccc(OCC)cc3)CC2=O)cc1,-13,-5,-0.3,-4,19,-9,-4,-0.6,7
CCOc1ccc(CN(C)C(=O)c2ccc(NS(=O)(=O)c3ccc4[nH]c(=O)[nH]c4c3)cc2)cc1,0,1,-0.3,-4,0,9,1,0.1,8
COc1ccc(N2CCN(C(=O)c3ccc(-n4nc(C)cc4C)cc3)CC2)cc1,-2,-3,0.5,2,-4,-10,-4,0.2,1
N/C(=N\OC(=O)c1cc(Cl)ccc1Cl)c1ccncc1,2,4,-0.2,-4,14,-6,-4,-0.9,19
COc1ccc(C(=O)NCCc2c[nH]c3ccccc23)cc1[N+](=O)[O-],-12,-4,-0.8,4,5,19,-5,-0.1,11
O=C(CCn1cnc2ccccc2c1=O)Nc1cccc(Cl)c1Cl,6,-5,-0.7,4,-7,-1,-5,-0.7,6
O=C(O)c1cccc(-n2nnnc2SCc2ccccc2Cl)c1,4,-1,-0.4,4,-14,-4,-1,0.1,0
COc1ccc(C(=O)COC(=O)CN2C(=O)C3C4CCC(C4)C3C2=O)cc1 (stereo not given),4,-8,0.1,-2,9,-2,-3,-0.4,0
Cc1nc(SCC(=O)O)c2oc3ccccc3c2n1,6,-2,-1.0,-5,-1,-8,-7,1.1,-2
O=C(NCC1CCCN1S(=O)(=O)c1cccs1)c1ccc([N+](=O)[O-])cc1 (stereo not given),-4,-6,-0.1,3,9,29,0,0.5,9
O=C(Nc1cccc(S(=O)(=O)N2CCOCC2)c1)c1ccc2ccccc2n1,-4,-20,-0.2,-6,16,18,-3,1.4,8
COc1ccc(-c2cc(-c3ccccc3O)[nH]n2)cc1,-30,-10,-0.6,4,0,13,-1,-0.2,26
C/C(CC(=O)NCc1ccccc1Cl)=N/NC(=O)c1ccccn1,0,1,-0.1,0,12,-3,-3,0.2,1
COc1ccccc1NC(=O)c1nnn(CC(=O)Nc2ccccc2)c1N,-4,-2,-0.3,-4,-4,-1,-8,0.2,-10
O=C(O)c1ccc2cc[nH]c2c1,6,-10,-0.2,7,1,-7,0,-0.1,10
NC(=S)NN=Cc1ccc(-c2ccc(S(=O)(=O)Nc3ncccn3)cc2)o1,-102,4,0.7,-5,5,-9,-7,3.2,-6
CCCC(C)C(=O)NCc1ccccc1OC (stereo not given),7,4,-0.3,8,-10,-2,6,-0.6,41*
CC(=O)c1cccc(NC(=O)CCNS(=O)(=O)c2cccc(C(C)=O)c2)c1,5,7,2.3,-2,0,2,2,-0.4,9
CC(C)(C)NC(=O)C(c1c[nH]c2ccccc12)N(C(=O)Cn1nnc(-c2ccc(F)cc2)n1)c1cccc(O)c1 (stereo not given),-7,-5,-0.4,-4,-3,16,-1,0.6,9
O=C(Cn1c(=S)[nH]c2ccccc21)c1ccccc1,33*,-1,-0.9,-2,-101,-8,-9,-0.9,0
COc1ccccc1N1CCN(/N=C/C(Cl)=C/c2ccccc2)CC1,-12,4,-0.7,4,10,36,-4,0.0,6
O=C(c1ccc(N2CCC3(CC2)OCCO3)c([N+](=O)[O-])c1)N1CCOCC1,-10,-8,0.0,-1,30,-5,-3,0.0,2
Cn1ncc2c(Nc3ccccc3Cl)nc(Cl)nc21,-10,-3,0.5,-1,10,-7,-4,-0.9,23
O=C(Nc1cccn2ncnc12)C(Cl)Cl,2,-5,0.0,1,2,-6,-3,0.2,23
Cc1cc(C)n2c(SCC(=O)Nc3ccccc3C#N)nnc2n1,-12,-5,-0.1,-4,-4,-4,-4,1.4,9
CC(Oc1ccc(C(=O)NCCc2ccccc2)cc1)C(=O)O (stereo not given),3,-8,-0.6,3,14,-4,-5,1.7,7
O=C1NN(c2cccc(Br)c2)C(=O)/C1=C\c1ccc(O)cc1,-26,9,-0.1,-1,-4,-1,-5,1.9,1

Sorted by value in bovine MsrA act (low to high): three from the list above.
Molecule,CendR NRP1 mod,eLon inh,TbMetRS inhib,MT1-MMP act inh,MLLE-PAM2 inh,bovine MsrA act,MsrA inh,SKN-1 inh
COc1ccccc1N1CCN(/N=C/C(Cl)=C/c2ccccc2)CC1,-12,4,-0.7,4,10,-4,0.0,6
CCN(C(=O)Cn1c(=O)oc2ccccc21)C1CCS(=O)(=O)C1 (stereo not given),-6,-7,-0.8,-1,-5,0,-0.4,-21
CC(=O)c1cccc(NC(=O)CCNS(=O)(=O)c2cccc(C(C)=O)c2)c1,5,7,2.3,-2,0,2,-0.4,9

The listing continues:
smiles,CendR NRP1 mod,eLon inh,TbMetRS inhib,MT1-MMP act inh,MLLE-PAM2 inh,FAS TE block,bovine MsrA act,MsrA inh,SKN-1 inh
Cc1ccc(NC(=O)CCc2nnc3ccc(NCc4ccco4)nn23)cc1F,3,-1,0.4,-2,-5,7,-3,-0.7,-14
Cc1cccc(NC(=S)NC(=O)/C=C/c2ccco2)c1,-78,-4,0.0,-4,-11,9,-5,25*,7
CC(C)Cn1c(N)c(C(=O)COC(=O)c2cccn2C)c(=O)n(C)c1=O,7,0,-0.6,15,-1,2,-12,0.9,0
CN(Cc1cccc(F)c1)C(=O)c1cc(S(=O)(=O)N2CCOCC2)ccc1N1CCCC1,8,11,-0.1,0,1,3,-9,0.4,3
C=CCNC(=O)c1onc(CSc2ccccc2C)c1C(=O)O,1,8,-0.4,1,12,-6,-1,1.1,6
Cn1cc(C(=O)N/N=C/c2ccc3c(c2)OCO3)c2ccccc21,-2,6,-0.1,0,9,6,-5,2.5,6
COc1ccc(C/C(N)=N/OC(C)=O)cc1OC,8,4,0.3,4,-16,-16,-2,-0.4,9
CC(C)(C)NC(=O)C(=O)NN=C1CCCCCCC1,-9,-8,-0.6,-1,-6,-4,-3,-0.7,5
COc1ccc(Nc2c3c(nc4c(-c5ccccc5)c(C)nn24)CCC3)cc1,13,-1,-0.8,-1,-5,-3,-8,-0.8,14
CC1=C(C(=O)N(C(C)C)C(C)C)CC(CC(=O)NCC2CCCCC2)C(=O)N1Cc1ccc(F)cc1 (stereo not given),-8,-4,-0.1,4,7,15,1,-1.6,14
CN1CCN(S(=O)(=O)c2cccc(C(=O)Oc3cccc(Br)c3)c2)CC1,-3,-4,0.2,1,-17,16,-2,-0.1,9
COC(=O)c1cc(Br)c(=O)n(-c2ccccn2)c1,13,-11,-1.9,-7,10,-10,-14,0.1,-38
COc1ccc(NC(=O)CSc2nnc(-c3cccs3)n2N)c(OC)c1,-1,2,-0.3,-4,-4,-8,2,-0.7,1
O=C(CCC(=O)N1CCOc2ccccc21)NCCCN1CCN(Cc2ccccc2)CC1,3,-14,-0.1,8,6,-8,3,0.2,-8
O=C(NCc1ccc2c(c1)OCO2)C(=O)NCC1CCCO1 (stereo not given),8,-6,-0.3,1,21,-5,-4,0.1,7
COc1ccc(OCC(=O)Nc2cccc(-c3nc4ccccc4o3)c2)cc1,-11,14,-0.3,8,-1,3,-3,1.8,12
O=C(Cn1c(=O)sc2ccccc21)N1CCOCC1,2,-4,-0.4,0,-3,-7,-3,-0.2,6
CC(C)[C@H](NC(=O)c1ccco1)C(=O)OCC(=O)c1ccc2c(c1)NC(=O)CO2,-14,-1,-0.4,1,-9,-3,-4,0.2,13
COc1ccc(NC(=O)Cc2cccc(F)c2)cc1S(=O)(=O)Nc1ccccc1Cl,-10,2,3.7,-4,-8,28,-3,-1.2,3
Cc1ccn2cc(C34CC5CC(CC(C5)C3)C4)nc2c1,13,-4,-0.5,-5,-3,1,-6,2.8,-8
Cc1ccc(C(=O)N/C(=C/c2cccs2)C(=O)NCCc2c[nH]c3ccccc23)cc1,-11,-9,-1.0,-3,-6,1,-4,0.3,6
COc1ccc(CCNC(=O)CN(CCc2ccccc2)S(C)(=O)=O)cc1OC,4,8,-0.2,4,-9,-4,-4,-0.8,8
CC(C)(CNS(=O)(=O)c1ccc(Br)s1)N1CCOCC1,-9,-10,-0.3,-4,-9,-6,-1,-0.5,-5
O=C(COc1ccc(/C=N/NC(=O)c2ccc(O)cc2)cc1)Nc1ccc([N+](=O)[O-])cc1,-29,6,-0.4,3,16,12,-2,1.0,14
COC(=O)c1ccc2ccn(CC(=O)NC3CCCCC3)c2c1,-2,-6,-0.2,19,1,2,-2,0.8,6
CC(O)CNc1nc2c(c(=O)n(Cc3ccc(Br)cc3)c(=O)n2C)n1C (stereo not given),-1,3,0.0,0,-12,2,-3,0.2,2
CCN1CCN(C(=O)c2cc3c(-c4ccc(Cl)cc4)nn(C)c3s2)CC1,-8,3,-1.1,-2,-14,-5,-10,-0.7,1
COc1ccc(-c2noc(CSc3nc(N)c(-c4ccccc4)c(=O)[nH]3)n2)cc1,4,-6,0.2,-1,11,-2,-3,-0.6,-9
O=C(OCCN1CCCC1=O)c1cncc(Br)c1,-6,-5,-0.5,-2,-13,-7,-1,-0.9,-2
CCCC(=O)N1CCN(c2ccc(NC(=O)c3sc4ccccc4c3Cl)cc2)CC1,-11,1,0.2,2,3,-4,2,-0.2,12
O=C(Nc1cccc(S(=O)(=O)N2CCCC2)c1)c1cccc(OC(F)F)c1,1,0,-0.3,6,-7,26,7,-0.3,-2
Cc1ccc(S(=O)(=O)N(C)C)cc1NC(=O)C1CCC1,-2,9,-0.3,1,-8,-4,-4,0.1,-3
CC1=C/C(=C/N(C)C)C(=O)O1,-6,2,-0.2,-4,18,-2,-4,1.4,2
CCOC(=O)c1c(C)oc2c(CC(=O)c3ccccc3)c(Cl)c(O)c(O)c12,12,2,-0.6,5,-32,-1,-7,0.5,5
Cc1cc(S(=O)(=O)NCc2ccccc2)ccc1OCC(=O)N1CCOCC1,8,-3,-0.6,7,2,-3,-4,0.4,-8
CN(C)CCN1CCN(C2CN(Cc3cn(Cc4cccc(Cl)c4)nn3)S(=O)(=O)C2)CC1 (stereo not given),-15,1,-0.5,3,.,-15,-4,-0.8,6
CC(=O)Nc1ccc(NC(=O)C(C)OC(=O)/C=C/c2ccc3c(c2)OCO3)cc1 (stereo not given),-2,-8,0.2,2,-27,-8,-3,2.5,10
CCCNC(=O)C(NS(=O)(=O)c1cccc2nsnc12)c1ccccc1 (stereo not given),2,-9,0.0,0,13,-5,-6,1.5,1
N#C/C(=C\c1ccc(C(=O)O)cc1)c1nc2sc3c(c2c(=O)[nH]1)CCCC3,91,-80,0.4,-110,-92,1,-3,-0.6,20
Cc1ccc(/C=N/NC(=O)c2nnn(-c3nonc3N)c2CSc2ccc(Cl)cc2)o1,2,4,-0.2,2,9,8,-6,-0.1,-4
O=C(CSc1nc2ccccc2[nH]1)NCc1ccco1,-1,1,-0.6,0,-4,-11,-9,-0.9,5

Assay outcomes from PubChem BioAssay.
